Compound activity from PubChem.
NSD2 HMT inh – NSD2 (human) methyltransferase inhibition. O96028. NSD2 peptide methylation, AlphaScreen, 120 min. inhibition, % at 12.5 µM. actives 0.54% (n = 310,000); in the data active means inhibition above about 50%
Wnt bcat act – Wnt/beta-catenin pathway activation; activation, % at 9.35 µM; Wnt/beta-catenin reporter cell assay, activator, plate reader; actives 1.2% (n = 300,000); in the data active means activation above about 30%, passing the limit was not always enough; inconclusive means no clear call, values can overlap the other calls;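 further: 0% = neutral control wells and 100% = positive control wells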
CDK5 inh – blocks human CDK5/p35 kinase activity | Q00535+Q15078 | Recombinant CDK5/p35, ADP-Glo luminescence, 60 min | inhibition, % at 10 µM | actives 0.01% (n = 330,000);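 active means highest replicate inhibition of at least 50% and at least 75% of replicates reaching 50%; inconclusive means only one of the two criteria met; inactive means both criteria failed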;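 further: plate controls were DMSO neutral control for no effect and GW8510 at 10 µM for full effect; many of its hits are not listed in these tables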
dFosB activator – mouse delta FosB homodimer activation | activation, % at 25 µM | AID 493131 | actives 0.99% (n = 340,000) | purified delta FosB, TAMRA-CDK5 oligo fluorescence polarization; percent of positive-control signal above neutral wells;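 active means mean activation above about 17%, with every replicate also reaching it, limit read from the data, passing the limit was not always enough; inconclusive means only one of the two conditions met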;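 further: fluorescence polarization rise as delta FosB binds a TAMRA Cdk5 AP-1 oligo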
MITF act – MITF TRPM1 promoter activation in melanoma cells | SK-MEL-5 TRPM1-promoter luciferase, 24 h; % of positive control, neutral wells = 0 | activation, % at 12.5 µM | actives 0.75% (n = 300,000) | AID 588334;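 active means mean activation of at least 80% with every replicate also reaching 80%; inconclusive means mean reaches 80% but some replicate falls short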;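 further: 0% = neutral control wells and 100% = parthenolide positive control wells; values of inactives mirror those of a sister screen read the other way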
V-ATPase pHluor – yeast V-ATPase proton transport regulation by pHLuorin; response, % at 10 µM; AID 504577; actives 0.37% (n = 350,000); S. cerevisiae, pHLuorin cytosolic pH fluorescence; in the data active means response mostly above about 7.3%, no sharp cut-off; inactive means mostly below about 5.4%; further: actives read high; inactives centre near 0; some compounds called inactive have numbers as strong as hits; reference of the scale not given here
SR-BI HDL uptake – inhibitors of mouse SR-BI mediated HDL lipid uptake; Q61009; ldlA[mSR-BI] CHO cells, DiI-HDL uptake fluorescence, 3 h; inhibition, % at 12.5 µM; actives 0.96% (n = 320,000);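 active means mean replicate inhibition of at least 70% and a set share of replicates each scoring 70 or more; inconclusive means meets just one of the two criteria; inactive means fails both criteria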;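 further: 0% = median of neutral control wells and 100% = median of positive control wells; values of inactives mirror those of a sister screen read the other way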
Target sequence (Q61009 whole entry, looked up): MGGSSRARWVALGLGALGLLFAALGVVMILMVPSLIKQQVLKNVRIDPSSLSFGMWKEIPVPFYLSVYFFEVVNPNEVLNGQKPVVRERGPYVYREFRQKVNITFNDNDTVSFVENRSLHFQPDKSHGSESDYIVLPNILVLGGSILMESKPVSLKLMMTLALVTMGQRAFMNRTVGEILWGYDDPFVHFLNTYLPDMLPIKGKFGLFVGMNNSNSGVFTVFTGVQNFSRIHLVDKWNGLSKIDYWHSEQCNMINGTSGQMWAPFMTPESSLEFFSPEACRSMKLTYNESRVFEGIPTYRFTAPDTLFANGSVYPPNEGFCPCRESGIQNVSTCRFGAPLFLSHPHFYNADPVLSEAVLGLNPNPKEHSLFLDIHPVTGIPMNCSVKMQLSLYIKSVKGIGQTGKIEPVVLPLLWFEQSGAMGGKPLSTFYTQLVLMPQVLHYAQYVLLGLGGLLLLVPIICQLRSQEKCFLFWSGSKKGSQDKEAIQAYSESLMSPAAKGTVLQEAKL
HTR5A ag – activates human HTR5A in OPRM1-OPRD1 agonist counter-screen | P47898 | HTR5A agonist assay, luminescence, cell-based | activation, % at 9.3 µM | actives 0.61% (n = 340,000); in the data active means activation mostly above about 9.5%, no sharp cut-off; inactive means mostly below about 7.6%;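 further: 0% = cells with vehicle only and 100% = reference agonist; strong numbers were not always called active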
Target sequence (P47898 whole entry, looked up): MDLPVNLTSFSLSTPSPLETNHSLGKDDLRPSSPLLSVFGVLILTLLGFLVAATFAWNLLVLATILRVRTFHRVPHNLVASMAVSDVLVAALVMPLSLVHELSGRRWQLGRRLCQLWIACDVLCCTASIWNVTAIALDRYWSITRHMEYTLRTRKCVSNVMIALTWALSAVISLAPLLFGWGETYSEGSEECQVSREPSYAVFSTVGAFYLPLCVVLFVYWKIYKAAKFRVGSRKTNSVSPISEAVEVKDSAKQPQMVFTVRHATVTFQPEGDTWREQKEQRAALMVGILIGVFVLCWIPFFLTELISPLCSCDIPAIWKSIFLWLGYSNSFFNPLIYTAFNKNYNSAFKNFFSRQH
PvdQ acylase – P. aeruginosa PvdQ acylase inhibition. purified PvdQ acylase, fluorescence plate reader. inhibition, % at 10 µM. actives 0.063% (n = 340,000). AID 488965; in the data active means inhibition above about 30%, passing the limit was not always enough; inconclusive means no clear call, values can overlap the other calls;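 further: 0% = vehicle neutral wells and 100% = reference inhibitor wells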
HTR5A inv ag – HTR5A inverse agonism, opioid heterodimer counter-screen. AID 504634. actives 0.083% (n = 340,000). HTR5A cell line, luminescence. inhibition, % at 9.3 µM. P47898; in the data active means inhibition mostly above about 23%, no sharp cut-off; inactive means mostly below about 18%;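 further: 0% = cells with DMSO and 100% = no-cell wells with DMSO; some compounds called inactive have numbers as strong as hits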
An asterisk follows results filed as active; ? = inconclusive; · = no result given.

Value order: NSD2 HMT inh, Wnt bcat act, CDK5 inh, dFosB activator, MITF act, V-ATPase pHluor, SR-BI HDL uptake, HTR5A ag, PvdQ acylase, HTR5A inv ag
- O=C(NC(=S)N1CCOCC1)c1cn(-c2ccccc2)nc1-c1ccc(F)cc1
→ 0, 0, -2.1, 0, 0, 4, 1, 5, -14, 5
- COc1ccc(C2C(C(=O)N3CC(C)CC(C)C3)c3ccccc3C(=O)N2C)cc1 (stereo not drawn)
→ -2, -2, 0.7, 2, -7, 0, -27, -5, -3, 14
- CCOc1cccc(/C=N/NC(=S)Nc2cc(S(=O)(=O)N3CCOCC3)ccc2N2CCOCC2)c1O
→ 0, -2, 1.1, -2, -43, -3, 94*, -1, -1, 13
- COc1ccccc1C(=O)N/C(=C\c1ccc2c(c1)OCO2)C(=O)NCCc1nc2ccccc2[nH]1
→ -3, 25, -1.3, 6, -6, 1, ·, -2, -1, 7
- NC(=O)NC1NC(=O)NC1=O (stereo not drawn)
→ ·, -1, -0.8, 2, -4, 2, -8, 0, -9, 2
- O=C(COc1ccccc1C(=O)c1cnn(-c2ccccc2)c1)Nc1ccccc1
→ 6, ?, -0.8, -3, 64, 1, -17, -6, 0, 17
- CCN(CC)S(=O)(=O)c1ccc(NC(=O)Nc2cccc(C(F)(F)F)c2)cc1
→ ·, ·, -2.7, -2, ·, -5, 15, 13*, -5, 13
- O=C(COC(=O)C12CC3CC(CC(O)(C3)C1)C2)Nc1ccccc1OC(F)F
→ -5, -4, -2.0, -2, ·, -5, 39, 5, -3, -14
- COc1cc(C(CC(=O)O)n2cnnn2)ccc1OC(C)C (stereo not drawn)
→ -3, 0, -0.5, -4, -1, 2, 7, ·, -2, ·
- Cc1cccc(Cn2c(-c3ccc[nH]c3=O)nc3ccccc32)c1
→ 0, 0, 0.3, 0, -15, -2, -7, -1, -6, 5
- COC(=O)c1cc2sc(Cl)cc2n1CC(=O)NCC1CCCO1 (stereo not drawn)
→ -1, -1, 0.3, 0, -5, -3, -13, -1, -14, 2
- O=C(Nc1sc2c(c1C(=O)NCC1CCCO1)CCCC2)c1cccs1 (stereo not drawn)
→ -7, ·, -2.3, -15, 6, -2, 68, 6, -2, 0
- Cc1cc(NC(=O)CSc2nc3c(cc2C#N)CCCCC3)no1
→ -4, 35*, 1.7, ?, 77, -5, 18, 1, -6, -7
- Cc1c(C(=O)NC(=S)Nc2ccc3c4c(cccc24)CC3)cccc1[N+](=O)[O-]
→ 1, ·, -0.1, -2, 7, -7, 39, -4, 0, 10
- Cc1coc2c(C)c3oc(=O)c(CCC(=O)N[C@@H](C)C(=O)N[C@@H](Cc4ccccc4)C(=O)O)c(C)c3cc12
→ ·, -1, 0.6, -31, ·, 1, 9, -3, -9, -11
- Cc1ccc(CNc2oc(-c3ccco3)nc2C#N)cc1
→ 3, ·, -0.4, -5, 6, -4, -20, 1, -8, -6
- CCOC(=O)C1=C(C)C(c2ccc(OC)cc2)NC(=O)N1 (stereo not drawn)
→ -1, 0, -4.1, -3, 8, -1, 4, 4, -10, -2
- COc1ccc(-c2csc3ncnc(N4CCN(c5ccccc5[N+](=O)[O-])CC4)c23)cc1
→ -1, ·, 1.9, -8, 11, -1, -17, -3, 11, 18
- O=C(CN1CCOCC1)N1CCN(S(=O)(=O)c2ccccc2)C1c1ccccc1 (stereo not drawn)
→ -2, ·, 3.3, 4, -14, -1, -10, 2, 4, 9
- O=C(CCn1cnc2ccccc21)N/N=C/C=C/c1ccccc1
→ -2, -1, -0.3, -8, ·, -2, -11, ·, 1, ·
- O=C(Nc1ccccc1)N1CCN(C2c3ccccc3-c3ccccc32)CC1
→ -3, -7, 0.4, -5, 6, -1, 47, -5, -17, -17
- COc1cc2c(cc1OC)C(C(=O)NCc1cccnc1)C(c1cccnc1)N(C)C2=O (stereo not drawn)
→ -2, ·, -1.0, -3, 6, 3, -13, 5, -5, 1
- O=C(Cc1cccc(NC(=O)C2CCCN(C(=O)C3CCCCC3)C2)c1)Nc1cccc(C(=O)N2CCCCC2)c1 (stereo not drawn)
→ ·, 3, 1.2, -3, -1, -3, 9, 1, -9, -2
- CC(C)(C)C(=O)Nc1ccc(/C=C/C(=O)c2ccco2)cc1
→ 4, 2, -1.1, -11, ·, 0, 4, -7, -13, 22
- COc1ccc(NC(=S)N(CCN(C)C)C(C)c2ccco2)cc1Cl (stereo not drawn)
→ 25, -1, -3.5, 3, 3, 1, 18, 1, -12, -2
- CC1(C)C([N+](=O)[O-])C(c2ccc(Cl)cc2)NC(c2ccc(Cl)cc2)C1[N+](=O)[O-] (stereo not drawn)
→ -2, -1, -8.1, -8, 5, 4, 23, -1, -5, 2
- Cc1cccc(-c2noc(CCCC(=O)NC3CCCCC3)n2)c1
→ -1, -4, 1.4, -10, 1, -3, -16, -3, -19, 7
- CC1(c2ccc3ccccc3c2)NC(=O)NC1=O (stereo not drawn)
→ -6, 2, 0.7, 5, -18, 1, -14, -2, -7, 8
- COc1ccc(Cc2nc3ccc(C(=O)NCCSC)cc3o2)cc1
→ -2, 5, -0.2, -6, ·, 0, 12, -3, -5, 10
- COc1ccc(CCN=C(NS(=O)(=O)c2ccccc2)c2ccccc2)cc1OC
→ -1, 1, 0.0, 6, -7, 2, 0, -2, -7, 5
- COc1ccc2c(c1)oc(=O)c1c3ccccc3[nH]c21
→ 0, 16, 0.3, -3, 40, 1, 42, -3, -3, 8
- COc1cnc(-c2ccccn2)nc1Sc1ccc(C)cc1
→ 19, -2, -0.7, -10, -5, 3, 13, 3, -19, -7
- CCN(CC)S(=O)(=O)c1ccc(Cl)c(C(=O)Nc2cc(C)nn2-c2ccccc2)c1
→ -2, -4, -0.4, 0, 7, 7, 31, 5, 6, -15
- COc1ccc(-c2cc(C(=O)N3CCCCCC3)no2)cc1
→ -16, -2, 1.2, -8, 42, 4, 3, 2, -16, -6
- c1ccc([C@H]2CC3C[C@@H](c4ccccc4)N2O3)cc1
→ -1, ·, -0.2, 5, 7, -1, -14, 0, 2, -9
- CCC(C)NC(=O)c1c(C)cc(=O)oc1C (stereo not drawn)
→ 0, ·, -0.7, 4, -7, -2, -9, 3, -10, -11
- O=C(NNC(=O)c1ccccc1OCc1ccc(F)cc1)c1ccncc1
→ 2, -4, -2.0, -11, -6, 5, -15, 0, -6, -16
- NC(=O)[C@@H]1CCCN1Cc1nc(Cc2cccc(C(F)(F)F)c2)no1
→ 0, 4, -1.6, -2, 10, 0, 5, 2, -9, -5
- OCC1CCCN(c2ncnc3scc(-c4ccccc4)c23)C1 (stereo not drawn)
→ 1, -1, 2.6, -8, -1, -1, 16, 3, -4, -7
- CCCCNC(=S)N(CCO)Cc1cc2cc3c(cc2[nH]c1=O)OCCO3
→ 3, -1, 0.0, -4, ·, -1, -14, -2, -13, 6
- Cc1cccc(N(C)C(=O)c2cc3cc4ccc(C)cc4nc3o2)c1
→ -5, 12, 0.0, -35, 46, -3, -43, 3, -14, 16
- O=c1oc2ccccc2c2[nH]ccc12
→ 32, -1, 1.3, -1, -2, -2, 0, 5, 9, -13
- O=C(COC(=O)/C=C/c1ccc([N+](=O)[O-])cc1)NC(=O)NC1CCCCC1
→ ·, -3, 0.4, -13, -14, 4, -16, 4, -25, -2
- CCOC(=O)c1cc(-c2ccccc2)sc1NC(=O)C(C)Sc1nnc(C)s1 (stereo not drawn)
→ 0, -2, -0.9, -8, 73, -3, 40, -6, -13, 15
- O=C(Oc1cccc(OC(=O)N2CCCCC2)c1)N1CCCCC1
→ -6, -2, -0.6, -2, -10, 3, -15, 2, -8, -12
- CC(C)(C)C(=O)N=C1SC2CS(=O)(=O)CC2N1c1ccc2c(c1)OCO2 (stereo not drawn)
→ 4, ·, 0.4, 1, ·, 0, -3, 0, -10, -1
- N/C(=N\OC(=O)c1cnn(-c2ccccc2)c1C(F)(F)F)c1cc(C(F)(F)F)cc(C(F)(F)F)c1
→ ·, -3, -0.4, -6, 3, -2, 21, 1, -2, -9
- CCCOc1cccc(-c2cc(C(=O)N/N=C/c3ccccn3)c3ccccc3n2)c1
→ ·, 11, 0.8, -14, -89, 2, 52, -4, -5, -3
- CN1CCC(N(C)CC(C)(C)NS(=O)(=O)c2ccccc2)CC1
→ 6, -2, -0.9, 2, -1, 3, -9, 4, 8, -10
- Nc1nc2n(n1)C(c1ccco1)CC(c1ccc(Cl)c(Cl)c1)N2 (stereo not drawn)
→ 5, ·, 1.6, -7, 4, 0, -6, 10, 5, -24

(further entries)
Value order: NSD2 HMT inh, Wnt bcat act, CDK5 inh, dFosB activator, MITF act, V-ATPase pHluor, SR-BI HDL uptake, HTR5A ag, PvdQ acylase, HTR5A inv ag
- CCc1ccc(NC(=O)CSc2nnc(-c3n[nH]c4ccccc34)n2-c2ccccc2)cc1
→ 1, -12, 1.4, 9, -13, -1, -1, -2, 3, -16
- N#Cc1ccc(-c2nc3ccc(Br)cc3c(=O)n2O)cc1
→ 35, -2, 0.9, 1, -19, 0, -13, 1, -13, -2
- Cc1ccc(C2(c3noc(CN(C)CC4CCCCO4)n3)CCCC2)cc1 (stereo not drawn)
→ 3, 0, -1.4, -5, -12, 3, ·, 3, 3, -14
- CCOc1ccc(/C=N/NC(=O)c2cc(-c3ccco3)nc3ccccc23)cc1
→ 15, 2, -2.0, 1, 7, -1, 55, 2, -8, -15
- O=C(NC1CC1)C1CCCN(C(=O)Nc2ccc(F)cc2)C1 (stereo not drawn)
→ 30, 18, -0.9, 8, -13, -3, -34, -3, 9, -14
- COC(=O)c1cc2sccc2n1CC(=O)Nc1cc(OC)cc(OC)c1
→ -3, -2, 2.8, -6, -3, -1, 13, 4, 3, -10
- O=C(OCCOc1ccccc1)c1cccc(S(=O)(=O)N2CCOCC2)c1
→ -5, -1, -1.3, -5, ·, -1, 39, 2, -14, -4
- COc1ccc(OC)c(N(CC(=O)N2CCCCC2)S(=O)(=O)c2ccc(OC)c(OC)c2)c1
→ -2, ·, -0.2, -3, 7, 0, -55, 1, 8, 8
- CC(C)CN(C(=O)COC(=O)c1ccc2c(c1)OCO2)c1c(N)n(Cc2ccccc2)c(=O)[nH]c1=O
→ -1, -4, 1.7, -4, -9, 0, 14, 6, -13, -17
